# TDP43 rescue – qHTS of TDP-43 Inhibitors; Potency, µM (doses to about 46.1 µM), for the others: at the highest dose growth rescue (activation), actives largely listed as activators; hit rate 1.8% among 410,000; AID 652104, 2013; TDP-43 expressing yeast growth rescue, BacTiter-Glo, 24 h; also: % of control where 0% means no effect; nearly all actives have a fitted effect of over 50% in size
#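 In this qHTS, compounds that restore growth of yeast expressing TDP-43 appear as activators. Cells (OD600=0.02, galactose medium, raffinose-pregrown) are incubated with compound 24 hr at 30 deg C and growth is quantified by BacTiter-Glo.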
# KB-V1 cytotox – qHTS assay for MDR1-selective chemotherapeutics: Primary screen using the drug-selected MDR subline cells KB-V1; KB-V1 MDR cells viability, CellTiter-Glo, 72 h; Potency, µM (titrated, usually from 46.1 µM), for inactives: at the top dose activity change, negative = cytotoxicity, actives largely listed as cytotoxic; hit rate 3.4% among 400,000; AID 1347076, 2019; also: % is scaled to controls: 0 for no effect and ±100 for the full control effect; nearly all actives have a fitted effect of over 60% in size
#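 Following 72 h at 37 degrees C with compound, KB-V1 cell viability was read by CellTiter-Glo luminescence, medium being phenol-red-free DMEM plus 10% FBS; concentration-response parameters came from normalized, curve-fitted qHTS data.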
# GLP1R cytotox – qHTS of GLP-1 Receptor Inverse Agonists: Cytotox Screen; hit rate 0.13% among 410,000; HEK293 cAMP-luciferase reporter cells, luminescence, 24 h; Potency, µM (top dose mostly 38.3 µM), inactives show top-dose activity change, negative = inhibition, hits mostly inhibitors;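 also: loss of luciferase light is scored as toxicity; % is scaled to controls: 0 for no effect and ±100 for the full control effect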
#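 Quantitative HTS format, 1536 wells, 200 cells/uL seeded. Compounds: 23 nL, 24 h, 37 °C. Detection: luciferase reagent, luminescence at 12 min RT; decreased signal taken as cytotoxic.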
# GLP1R inv ag – qHTS of GLP-1 Receptor Inverse Agonists (Inhibition Mode); AID 624417, 2012; Potency, µM (titrated, usually from 38.3 µM), for inactives: at the highest dose activity change, negative = inhibition, usual class: inhibitors; hit rate 1.6% among 410,000; HEK293 GLP-1R CRE-luciferase, luminescence, 24 h; GLP-1R form is constitutively active; also: % is scaled to controls: 0 for no effect and ±100 for the full control effect; nearly all actives have a fitted effect of over 55% in size
# Target sequence (P43220 whole entry, looked up): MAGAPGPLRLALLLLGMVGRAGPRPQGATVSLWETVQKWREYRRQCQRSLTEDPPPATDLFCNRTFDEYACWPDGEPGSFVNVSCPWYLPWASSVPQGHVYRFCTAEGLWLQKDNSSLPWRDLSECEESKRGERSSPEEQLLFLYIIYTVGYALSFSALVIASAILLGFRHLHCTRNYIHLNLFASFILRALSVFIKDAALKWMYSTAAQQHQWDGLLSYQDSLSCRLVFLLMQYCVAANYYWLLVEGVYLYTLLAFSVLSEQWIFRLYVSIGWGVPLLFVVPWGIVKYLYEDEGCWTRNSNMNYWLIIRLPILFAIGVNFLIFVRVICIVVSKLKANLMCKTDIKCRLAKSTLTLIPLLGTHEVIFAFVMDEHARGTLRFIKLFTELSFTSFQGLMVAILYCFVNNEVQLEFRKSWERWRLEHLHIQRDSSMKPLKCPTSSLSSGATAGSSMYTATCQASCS
#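 HEK293 cells stably co-expressing constitutively active GLP-1R and a cAMP-responsive luciferase reporter were seeded in DMEM with 10% Nu serum, given compounds after 12 h, and incubated 24 h at 37 deg C. Luminescence was then read.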
# GLP-1R agonist – qHTS of GLP-1 Receptor Agonists; Glucagon-like peptide 1 receptor (Homo sapiens), P43220; HEK293 GLP-1R CRE-luciferase, luminescence, 4-6 h; cells express a hypersensitive GLP-1R form; Potency, µM (titrated, usually from 45.6 µM), for inactives: top-dose activation, most hits filed as activators; hit rate 0.007% among 380,000; also: % of control where 0% means no effect
# HT1080-NT tox – qHTS for induction of synthetic lethality in tumor cells producing 2HG: qHTS for the HT-1080-NT fibrosarcoma cell line; HT-1080-NT fibrosarcoma viability, CellTiter-Glo ATP luminescence, 48 h; Potency, µM (doses to about 46.1 µM), inactives show at the highest dose activity, negative = less viability, most hits filed as cytotoxic; hit rate 1.6% among 360,000;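 also: NT is the 2HG producing partner of a matched IDH1 knockdown line; 0% = DMSO-treated cells and -100% = media-only wells without cells; nearly all actives have a fitted effect of over 55% in size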
#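 Viability of the 2HG-overproducing fibrosarcoma line after 48 hours of compound exposure at 37 degrees C was determined by luminescence with CellTiter-Glo, and concentration-effect curves were then fitted and categorized.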
# KB-3-1 cytotox – qHTS assay for MDR1-selective chemotherapeutics: Primary screen using the parental adenocarcinoma cell KB-3-1; AID 1347075, 2019; Potency, µM (series often up to 46.1 µM), inactives show at the top dose activity change, negative = cytotoxic, most hits filed as cytotoxic; KB-3-1 viability, CellTiter-Glo ATP luminescence, 72 h; hit rate 1.4% among 400,000; also: % is scaled to controls: 0 for no effect and ±100 for the full control effect; nearly all actives have a fitted effect of over 60% in size
#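 Cytotoxicity in the drug-sensitive parental line KB-3-1 was scored as loss of CellTiter-Glo luminescence following 72 h incubation with compound. Values come from curve fitting of normalized concentration-response data.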
# HT1080 IDH1KD tx – qHTS for induction of synthetic lethality in tumor cells producing 2HG: qHTS for the HT-1080-IDH1KD cell line; HT-1080 IDH1 knockdown viability, ATP luminescence, 48 h; Potency, µM (top dose mostly 46.1 µM), for inactives: at the highest dose activity, negative = toxicity, most hits filed as cytotoxic; hit rate 2% among 360,000; AID 686971, 2013;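 also: 0% = DMSO wells and -100% = cell-free medium wells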
#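 Luminescent ATP read-out (CellTiter-Glo, 10 min at room temperature) after 48 h compound exposure at 37 °C gave viability of IDH1-knockdown HT-1080 cells. Activity was normalised to DMSO and cell-free wells, then fitted as concentration-response curves.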
# SW480 rereplic – A quantitative high throughput screen for small molecules that induce DNA re-replication in SW480 colon adenocarcinoma cells; SW480 DNA re-replication, Hoechst DNA content imaging, 48 h; Potency, µM (series often up to 46.1 µM), for the others: at the top dose re-replication activation, actives largely listed as activators; hit rate 1.8% among 340,000; also: % of control where 0% means no effect; nearly all actives have a fitted effect of over 55% in size
#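 Per well, 250 cells were exposed to pinned compound for 48 hr. Nuclear DNA was visualised with Hoechst (40 min, 37 C) and total object intensity recorded by fluorescence scanning.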
# An asterisk follows results filed as active; ? = inconclusive; . = no result given; & = joins results of further samples; [ ] = remark or other dose. Calls follow the shape of the dose curve; as a rule, active = well fitted curve in the direction sought with a large enough effect; inconclusive = small, poorly fitted or top-dose-only effect, or another doubt; inactive = no such curve, though single readings can be large; an effect the other way counts as inactive or inconclusive. Potency is read from the fitted curve at half-maximal effect.
# Order of results: TDP43 rescue	KB-V1 cytotox	GLP1R cytotox	GLP1R inv ag	GLP-1R agonist	HT1080-NT tox	KB-3-1 cytotox	HT1080 IDH1KD tx	SW480 rereplic
- O=C(N/N=C/c1ccncc1)C12CC3CC(CC(C3)C1)C2
  -8%	-17%	-1%	-30%	9%	0%	-8%	1%	-7%
- CCN(CC)S(=O)(=O)c1cc([N+](=O)[O-])ccc1NNC(=O)Nc1ccccc1OC
  4%	?	?	?	-8%	-2%	?	-16%	2%
- O=C(Nc1nc2c(s1)CCCC2)c1cccc(S(=O)(=O)N2CCCc3ccccc32)c1
  -9%	-4%	9%	-58%	-6%	-5%	?	-17%	0%
- O=C(COC(=O)CCc1ccc(S(=O)(=O)N2CCOCC2)cc1)Nc1ccccc1[N+](=O)[O-]
  ?	12%	1%	13%	-4%	-5%	-2%	-4%	-13%
- O=S(=O)(Nc1ncccn1)c1ccc(F)cc1
  10%	17%	4%	11%	-8%	9%	2%	8%	?
- Cn1ccnc1C(=O)c1cc(SCC(=O)N2CCOCC2)nc2ccccc12
  4%	-4%	14%	10%	1%	-8%	-2%	1%	-2%
- COc1ccc(C(=O)C(CCC(CNC(C)(C)C)C(=O)c2ccc(OC)cc2)CNC(C)(C)C)cc1 (configuration not stated)
  0%	?	?	?	-7%	?	?	4.6µM*	2.9µM*
- CC1CN(C(=O)c2cccc(S(=O)(=O)NCc3ccccc3)c2)CC(C)O1 (configuration not stated)
  0%	0%	3%	-8%	-4%	1%	1%	0%	0%
- CSc1nsc(SCC(=O)N2CCN(c3ccccc3)CC2)n1
  ?	-4%	-1%	-25%	3%	-2%	-24%	0%	0%
- CC(C)(C)OC(=O)N1CCC(c2c(C(=O)NCCN3CCc4ccccc4C3)cnn2-c2ccc(F)cc2F)CC1
  0%	14%	-1%	?	.	.	1%	.	.
- Cc1nn(CCCC(=O)NCCc2ccc(Cl)cc2)c(=O)c2nn(-c3ccccc3)c(C)c12
  -11%&-13%	25%&-5%	-12%&-9%	-12%&1%	4%	0%	-8%&9%	10%	-8%
- COc1cc(NC(=O)c2ccc(-c3cccc([N+](=O)[O-])c3)o2)ccc1NC(=O)C(C)C
  -12%	-24%	-27%	10%	5%	-5%	?	-2%	-1%
- COc1cccc(CN2CCNC(=O)C2CC(=O)N(C)C2CCCCC2)c1 (configuration not stated)
  -1%	-3%	-8%	?	13%	0%	1%	1%	1%
- CCOC(=O)N1CCN(C(=O)Nc2ccccc2)CC1
  20%[9.22 µM]	-9%	-3%	0%	2%	6%	16%	6%	2%
- O=C(Cc1cccs1)N1CCN(S(=O)(=O)c2cc(Cl)ccc2Cl)CC1
  8%	?	-3%	?	0%	-2%	-8%	-10%	-1%

# One compound at a time, as listed above. Order of screens: TDP43 rescue, KB-V1 cytotox, GLP1R cytotox, GLP1R inv ag, GLP-1R agonist, HT1080-NT tox, KB-3-1 cytotox, HT1080 IDH1KD tx, SW480 rereplic
# `CCN(CC)S(=O)(=O)c1cc([N+](=O)[O-])ccc1NNC(=O)Nc1ccccc1OC` as listed: 4%, ?, ?, ?, -8%, -2%, ?, -16%, 2%
# `COc1ccc(C(=O)C(CCC(CNC(C)(C)C)C(=O)c2ccc(OC)cc2)CNC(C)(C)C)cc1` (configuration not stated) as listed: 0%, ?, ?, ?, -7%, ?, ?, 4.6µM*, 2.9µM*
# `O=C(COC(=O)CCc1ccc(S(=O)(=O)N2CCOCC2)cc1)Nc1ccccc1[N+](=O)[O-]` as listed: ?, 12%, 1%, 13%, -4%, -5%, -2%, -4%, -13%
# `COc1cc(NC(=O)c2ccc(-c3cccc([N+](=O)[O-])c3)o2)ccc1NC(=O)C(C)C` as listed: -12%, -24%, -27%, 10%, 5%, -5%, ?, -2%, -1%

# (continued)
# Order of results: TDP43 rescue	KB-V1 cytotox	GLP1R cytotox	GLP1R inv ag	GLP-1R agonist	HT1080-NT tox	KB-3-1 cytotox	HT1080 IDH1KD tx	SW480 rereplic
- COc1ccc(CN(CC(=O)NCc2ccc(F)cc2)C(=O)c2csnn2)cc1
  -2%	6%	-1%	-8%	5%	0%	-6%	2%	?
- CNCc1ccccc1OCC(=O)Nc1ccccc1
  -3%	5%	14%	0%	8%	0%	-14%	0%	-3%
- COc1cc(/C=C(/C#N)c2nc3ccccc3[nH]2)ccc1OCc1ccc(C(=O)O)o1
  0%	8%	15%	16%	0%	13%	?	12%	-4%
- CCN(c1cc(C)cc(C)c1)S(=O)(=O)c1nnc(NC(=O)C(C)C)s1
  -17%	-20%	-3%	-81%	0%	1%	-5%	0%	8%
- CCc1ccccc1NC(=O)C(CCSC)NS(=O)(=O)c1ccc2c(c1)oc(=O)n2C (configuration not stated)
  15%	?	2%	-1%	0%	.	6%	.	.
- Cc1ccc(-c2nc3ccccn3c2NC(=O)c2ccco2)cc1
  -14%	-1%	-18%	0%	1%	-1%	-3%	-2%[9.24 µM]	9%
- COc1ccc(OC)c(NC(=O)C2C3CCC(C3=C(C)C)C2C(=O)O)c1 (configuration not stated)
  16µM*	-2%	5%	-11%	-4%	5%	-5%	1%	2%
- CC(=O)NCCC(=O)Nc1ccc(F)cc1C
  5%	0%	-2%	0%	-15%	0%	-1%	8%	1%
- O=C(Nc1ccccc1C(=O)NCc1ccco1)NC1CCCCC1
  0%	0%	-2%	-6%	17%	2%	6%	7%	-5%
- CC(c1ccc(F)cc1)n1c(Cn2ncc3ccccc3c2=O)n[nH]c1=S (configuration not stated)
  22%	?	-6%	42%	1%	-3%	6%	2%	-5%
- COc1cc(NC(=O)COC(=O)CCOc2ccc(C)cc2)cc(OC)c1
  9%	.	4%	2%	-3%	1%	.	-14%	-3%
- CN1CCc2c(sc3c2C(=O)NC(c2ccc4c(c2)OCO4)N3)C1 (configuration not stated)
  -14%	15%	1%	6%	-5%	-1%	14%	-2%	-2%
- CNc1ccc(-c2nc(-c3ccncc3)no2)cc1[N+](=O)[O-]
  -3%	14%	4%	13%	.	.	5%	.	.
- Cn1c(=O)c2c(ncn2CC(=O)N/N=C/C(Br)=C/c2ccccc2)n(C)c1=O
  6%	-7%	-9%	8%	4%	-1%	0%	-2%	.
- Cc1cc2n(n1)C(c1sccc1C)Nc1c(C)cccc1-2 (configuration not stated)
  ?	?	3%	-5%	18%	1%	4%	5%	16%

# Individual results from the list:
# Result for `CCN(c1cc(C)cc(C)c1)S(=O)(=O)c1nnc(NC(=O)C(C)C)s1` in GLP1R cytotox: -3%
# Result for `COc1cc(NC(=O)COC(=O)CCOc2ccc(C)cc2)cc(OC)c1` in TDP43 rescue: 9%

# New compounds follow
# Order of results: TDP43 rescue	KB-V1 cytotox	GLP1R cytotox	GLP1R inv ag	GLP-1R agonist	HT1080-NT tox	KB-3-1 cytotox	HT1080 IDH1KD tx	SW480 rereplic
- O=C(NC1=NCCS1)Nc1ccccc1
  7%	10%	-1%	-7%	-13%	-20%	-1%	-6%	-1%
- O=C1[C@H]2[C@@H](c3ccccc3)N[C@]3(CCCN(Cc4ccc(F)cc4)C3=O)[C@H]2C(=O)N1Cc1ccccc1
  4%	-6%	-6%	-23%	-1%	1%	2%	5%	.
- CC1CCC(NC(=O)c2cc(S(=O)(=O)N3CCCCC3)c[nH]2)CC1 (configuration not stated)
  ?	0%	-10%	-29%	2%	1%	-19%	1%	?
- O=C(O)c1cc2c(cc1NC(=O)c1c(F)cccc1F)OCCCO2
  -3%	3%	3%	10%	6%	-6%	-2%	1%	1%
- COc1ccc(CCNC(=O)COC(=O)Cn2cnc3c2c(=O)n(C)c(=O)n3C)cc1
  -17%	26%	-4%	-1%	-5%	-2%	0%	-6%	-16%
- c1ccc(-c2csc3ncnc(N4CCc5ccccc5C4)c23)cc1
  11µM*	16µM*	-7%	?	-22%	-10%	?	-6%	?
- CC1(C)Cc2ccccc2C2CC(O)C(=O)N21 (configuration not stated)
  -7%	0%	3%	-1%	0%	7%	4%	19%	5%
- O=C(Nc1ccc(Cl)cc1)N1CCN(c2ccc3nnc(-c4ccccc4)n3n2)CC1
  -6%	?	1%	3%	-8%	.	?	.	.
- N=C1C(c2nc3ccccc3s2)=C(O)CN1c1ccccc1
  -1%[9.22 µM]	-16%	-3%	-2%	10%	-22%	5%	-24%	14%
- Nc1nc(N)nc(Cc2ccccc2O)n1
  22%	0%	11%	31%[activator]	-2%	0%	3%	3%	-3%
- CCC(C)NC(=O)CSCc1nc(-c2ccc(C)cc2)oc1C (configuration not stated)
  5%	-9%	-6%	-20%	.	.	-15%	.	.
- N#Cc1ccc(COC(=O)CSc2nnc(N)s2)cc1
  1%	?	-9%	2%	1%	12%	-1%	7%	-7%
- CSCCC(NC(=O)c1ccco1)C(=O)NCc1ccc(F)cc1 (configuration not stated)
  -1%	3%	-15%	-11%	-10%	6%	15%	1%	-8%
- CCCc1cc(=O)[nH]c(SCC(=O)N2CCC(C)CC2)n1
  12%	-12%	5%	16%	-5%	-3%	-1%	-2%	?

# Compound activity from PubChem.
